# LYP phosphatase – inhibitors of LYP phosphatase, biochemical, fluorescence intensity, uHTS (AID 1779); Tyrosine-protein phosphatase non-receptor type 22 (Homo sapiens); recombinant LYP phosphatase, fluorescence intensity; higher % means a stronger effect; one-dose inhibition, % at 11.5 µM; IC50 in µM for titrated hits; hit rate 0.054% among 290,000;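 further: plate controls were vehicle with enzyme for no effect and no enzyme for full effect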
# Yfh1-off respiration – enhancers of respiration in Yfh1-depleted yeast, dose response, Friedreich's ataxia, plus single-dose screen (AID 1465); fold induction at 50 µM, or EC50 in µM where a hit was titrated; S. cerevisiae Yfh1-off respiration, WST-1 reduction, 72 h; higher fold induction means a stronger effect; hit rate 0.074% among 220,000;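 active means fold induction of absorbance versus untreated yeast above a set limit, then at least 30% activation at any dose in follow-up; inconclusive means repeats straddling the limit, or above it without dose testing; inactive means fold induction below the set limit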;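 further: activators that raise dye reduction in frataxin-depleted yeast; strong numbers were not always called active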
# human PMI inhibitors – human PMI inhibitors, high substrate, primary screen, biochemical, fluorescence intensity, high mannose 6-phosphate (AID 1220) | Mannose-6-phosphate isomerase (Homo sapiens) | recombinant PMI enzyme, coupled fluorescence intensity; higher % means a stronger effect | one-dose inhibition, % at 20 µM; IC50 in µM for titrated hits | hit rate 0.66% among 190,000
# XIAP antagonists – XIAP antagonists, biochemical, IAP family, fluorescence polarization (AID 1018). hit rate 0.007% among 200,000. displacement, % at 20 µM, or IC50 in µM where a hit was titrated. XIAP BIR domain, fluorescence polarization peptide displacement; higher % means a stronger effect; in the data active means displacement above about 50%; further: a part of the inactive calls stands beside numbers as strong as those of hits
# M17LAP inhibition – P. falciparum M17LAP inhibitors, primary screen, biochemical, fluorogenic H-Leu-NHMec substrate, 1536-well (AID 1619). Leucine aminopeptidase (Plasmodium falciparum (isolate 3D7)). recombinant M17LAP, H-Leu-NHMec fluorogenic kinetic assay; higher % means a stronger effect. inhibition, % at 30 µM, or IC50 in µM where a hit was titrated. hit rate 0.38% among 220,000;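 active means compound inhibiting the enzyme by more than half at any dose during confirmatory dose-response retesting; inconclusive means strong single-dose inhibitors picked by rank but not retested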;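 further: plate controls were full reaction with DMSO carrier for no effect and no enzyme background for full effect; strong numbers were not always called active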
# TNAP activation fold – human TNAP enzyme activators, primary screen, biochemical, luminescent, no phosphate acceptor, uHTS (AID 1001). Alkaline phosphatase, tissue-nonspecific isozyme (Homo sapiens). activation fold at 20 µM; hits with a dose series show EC50 in µM. hit rate 0.03% among 200,000. purified TNAP, luminescent activation assay, no phosphate acceptor; higher activation fold means a stronger effect; in the data active means activation fold from about 3, or a potency from the dose series; inactive means the rest, 99 in 100 with activation fold below about 1.6; further: many of its hits are not listed in these tables
# P. falciparum M1AAP – P. falciparum M1AAP inhibitors, biochemical, fluorogenic H-Leu-NHMec substrate, 1536-well (AID 1445). recombinant M1AAP, H-Leu-NHMec fluorogenic kinetic assay; higher % means a stronger effect. one-dose inhibition, % at 30 µM; IC50 in µM for titrated hits. hit rate 0.42% among 220,000;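 active means primary inhibition above the hit cutoff, then over 50% inhibition at one or more dose response concentrations, cut at about 23% in these data, passing the limit was not always enough; inconclusive means conflicting primary data, or primary hits not chosen for dose response; inactive means low primary inhibition, or under 50% at every dose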;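 further: plate controls were DMSO full reaction for no effect and no enzyme background for full effect; strong numbers were not always called active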
# human PMI inhibition – inhibitors of human PMI, primary screen, biochemical, fluorescence intensity, coupled assay (AID 1209); Mannose-6-phosphate isomerase (Homo sapiens); purified PMI enzyme, coupled fluorescence intensity; higher % means a stronger effect; inhibition, % at 20 µM; hits with a dose series show IC50 in µM; hit rate 0.42% among 190,000;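 further: plate controls were DMSO vehicle for no effect and wells lacking substrate for full effect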
# WT yeast gro inh – growth inhibition of WT strain, primary screen, mitochondrial fusion inhibitor project, WT and mutant strains, chemical genetic; mitochondrial fusion phenotypic screen; inhibition, % at 10 µM; hit rate 2.1% among 190,000; AID 1362, 2008; in the data active means inhibition above about 58%; tested in S. cerevisiae
# WT yeast gro inh mutant strain – also measured in WT yeast gro inh; calls as there; inhibition, %; mitochondrial fusion phenotypic screen, mutant strain inhibition
# * hit, by the source's call; i = inactive; ? = inconclusive; · = not tested or not shown. Unless noted, no stated cut-off is given here; in the data, active means inhibition above about 50%; inactive means the rest.
SMILES,LYP phosphatase,Yfh1-off respiration,human PMI inhibitors,XIAP antagonists,M17LAP inhibition,TNAP activation fold,P. falciparum M1AAP,human PMI inhibition,WT yeast gro inh,WT yeast gro inh mutant strain
COCCn1nnnc1C(c1cccc(C(F)(F)F)c1)N1CCN(Cc2ccccc2)CC1 (stereo not given),3%,i,-8%,-4.3%,-4%,1,5%,1%,6,-2
CCN(CC)C(=O)COC(=O)c1ccc(O)cc1,-9%,i,1%,-4.8%,8%,1.1,9%,11%,7,8
C=CCNC(=S)Nc1ccc(F)cc1F,-7%,i,-14%,2.4%,6%,1.1,0%,0%,-2,16
C=CCN(C(C)=O)C1CC(=O)N(c2ccc(OCCC)cc2)C1=O (stereo not given),-5%,i,6%,-2.3%,6%,1.1,1%,11%,14,17
O=c1cc(CN2CCc3ccccc32)c2ccc(O)cc2o1,3%,i,13%,-7.0%,-30%,1,8%,0%,-2,-8
Cc1ccnc(NC(=O)c2ccc3c(c2)OCO3)c1,-5%,i,2%,-2.9%,-4%,1.1,10%,5%,35,31
COC(=O)Cc1ccc(NC(=O)c2ccc(Br)o2)cc1,-1%,i,7%,-4.3%,-3%,1.1,4%,10%,14,13
Cc1ccc(S(=O)(=O)NCC(=O)N2CCCCC2)cc1,-2%,i,-1%,-5.6%,-9%,0.8,4%,-2%,-2,-5
Cc1csc2nc(CSc3nc4ccccc4o3)c(Br)n12,0%,i,25%,-4.8%,-4%,1.1,4%,27%,21,18
Cc1ccc(N2C(=O)CN=C2Nc2nc(C)cc(C)n2)cc1,-2%,?,·,·,6%,·,11%,·,·,·
CCOC(=O)c1cc2c(ccn2C)n1CC(=O)N1CCCC(C)C1 (stereo not given),4%,i,7%,-2.4%,4%,1.1,7%,-1%,8,0
CCOc1ccc(S(=O)(=O)Nc2nccs2)cc1,-8%,i,4%,-3.3%,17%,1.1,10%,6%,-19,-8
COc1ccc(Cn2c(=O)cc(N)n(-c3ccccc3C)c2=O)cc1,-4%,i,·,·,3%,·,3%,·,·,·
CCC(C)n1c(=N)c(C#N)cc2c(=O)n3ccccc3nc21 (stereo not given),-17%,i,8%,-3.2%,2%,1,0%,-4%,-23,-7
O=C(O)c1ccc(Nc2nc(-c3cccnc3)nc3ccccc23)cc1,-1%,·,0%,-3.5%,19%,1.1,11%,-7%,-8,0
COc1ccccc1C1=NOC(C)(c2sc(-c3ccc(Cl)cc3)nc2C)C1 (stereo not given),1%,i,·,·,0%,·,3%,·,·,·
O=C1CSC(c2ccccc2[N+](=O)[O-])N1c1cccc(F)c1 (stereo not given),-2%,i,-8%,0.8%,-3%,1.1,-2%,-6%,2,5
Cc1cccc(NC(=O)NNC(=O)c2sccc2-n2cccc2)c1,-5%,i,-1%,-7.7%,2%,1.3,14%,-11%,-9,2
COc1ccc(N(CC(=O)NCc2ccco2)S(C)(=O)=O)cc1Cl,-2%,i,7%,-7.4%,3%,1,-3%,8%,17,13
O=C1C2C3C=CC(C3)C2C(=O)N1c1ccc(-c2nc3ccccc3c(=O)o2)cc1 (stereo not given),3%,i,-2%,-3.6%,19%,1.1,0%,0%,13,-8
COc1ccc2c(c1)C(SCC(=O)NCCc1ccccc1)CC(C)(C)O2 (stereo not given),-2%,·,19%,-4.7%,-20%,1.1,2%,13%,0,-12
Cc1cc(=O)c2ccccc2s1,-5%,i,0%,-4.9%,11%,1,6%,-2%,3,-10
O=C(c1ccccc1)N1CCCC(C(=O)N2CCN(c3ccccc3)CC2)C1 (stereo not given),-11%,i,·,·,6%,·,0%,·,·,·
CCOC(=O)c1nn(-c2ccc(F)cc2)c2nc(CC(C)C)c(C#N)c(=O)n12,5%,i,-5%,-6.8%,5%,1.1,3%,-4%,4,3
CCOC(=O)Cn1c2ccccc2n2nc(CCC(=O)O)c(=O)nc12,-8%,i,0%,-5.5%,-59%,0.9,2%,-3%,-10,-15

# Arranged by heavy-atom count (low to high): 3 of the compounds above.
SMILES,LYP phosphatase,Yfh1-off respiration,human PMI inhibitors,XIAP antagonists,M17LAP inhibition,TNAP activation fold,P. falciparum M1AAP,human PMI inhibition,WT yeast gro inh,WT yeast gro inh mutant strain
COc1ccc(N(CC(=O)NCc2ccco2)S(C)(=O)=O)cc1Cl,-2%,i,7%,-7.4%,3%,1,-3%,8%,17,13
COc1ccc(Cn2c(=O)cc(N)n(-c3ccccc3C)c2=O)cc1,-4%,i,·,·,3%,·,3%,·,·,·
COCCn1nnnc1C(c1cccc(C(F)(F)F)c1)N1CCN(Cc2ccccc2)CC1 (stereo not given),3%,i,-8%,-4.3%,-4%,1,5%,1%,6,-2

# A few values from above:
# For P. falciparum M1AAP, COC(=O)Cc1ccc(NC(=O)c2ccc(Br)o2)cc1 reads 4%
# For TNAP activation fold, CCOC(=O)Cn1c2ccccc2n2nc(CCC(=O)O)c(=O)nc12 reads 0.9
# For WT yeast gro inh mutant strain, Cc1ccc(S(=O)(=O)NCC(=O)N2CCCCC2)cc1 reads -5
# For P. falciparum M1AAP, Cc1csc2nc(CSc3nc4ccccc4o3)c(Br)n12 reads 4%

# (further entries)
SMILES,LYP phosphatase,Yfh1-off respiration,human PMI inhibitors,XIAP antagonists,M17LAP inhibition,TNAP activation fold,P. falciparum M1AAP,human PMI inhibition,WT yeast gro inh,WT yeast gro inh mutant strain
Cc1ccc(S(=O)(=O)Nc2ccc(N3CCCCC3)cc2)cc1,0%,i,6%,-2.0%,6%,0.9,-6%,7%,8,-22
O=C(c1ccc(F)cc1)c1c[nH]c(C(=O)NCCCN2CCOCC2)c1,-4%,i,5%,-8.3%,0%,1.1,0%,4%,4,14
Cc1ccc(S(=O)(=O)Cc2ccc(C(=O)NCCCN3CCN(C)CC3)o2)cc1,-3%,i,10%,-1.7%,8%,1.1,-1%,13%,4,10
COc1ccc(CCNC(=O)CCNC(=O)c2ccc(Cl)cc2)cc1OC,7%,i,-10%,-2.1%,-8%,1.1,0%,3%,1,11
O=C(CCN1CCCCC1c1cccnc1)NCc1ccccc1 (stereo not given),-6%,i,-7%,-8.2%,-3%,1,-8%,4%,2,1
Cc1ccc(N2C(=O)C3C(C2=O)C2C=CC3C23CC3)cc1 (stereo not given),-2%,i,-13%,-3.3%,7%,1.1,4%,-5%,-3,-10
S=C1N(c2ccccc2)C(c2ccc(Cl)cc2)N2CCCN12 (stereo not given),-8%,i,-1%,3.3%,-10%,1.1,7%,0%,-1,20
COc1ccc(N2C(=O)CC(c3ccc(OC(C)C)cc3)C2=O)cc1 (stereo not given),1%,i,5%,-1.2%,1%,1.2,6%,2%,-5,-11
O=C(Nc1ccc(Br)cc1)c1ccc(F)c(S(=O)(=O)N2CCN(c3ccccn3)CC2)c1,7%,i,-10%,-7.4%,12%,1.1,4%,-15%,3,18
O=C(Nc1ccc2c(c1)OCO2)C1CCCN(S(=O)(=O)c2cccs2)C1 (stereo not given),-1%,i,9%,-3.4%,1%,1,14%,-8%,-12,-6
O=C(Cn1c2c(c(-c3ccccc3)cc1=O)CCCC2)N1CCCCCC1,-2%,i,-1%,0.7%,54%,1.1,-2%,1%,54,12
O=C(O)c1cccc(Oc2ccc([N+](=O)[O-])cc2)c1,-5%,i,-2%,-2.7%,31%,1.3,8%,0%,11,4
Cc1ccc(Cn2nnnc2CN2CCC(O)(c3cccnc3)CC2)cc1,-1%,i,-20%,-5.1%,2%,1.1,-1%,-14%,-15,1
Cc1ccc(SCCNC(=S)Nc2cc(C)ccc2C)cc1,-5%,i,3%,-5.5%,-5%,1.3,8%,0%,75*,64*
Cn1cnc2c1c(=O)n(Cc1c(Cl)cccc1Cl)c(=O)n2C,-12%,i,2%,-1.2%,6%,1.1,-3%,7%,12,5
CCn1ccc(=N)cc1,0%,i,10%,-1.8%,0%,1.1,17%,11%,36,-2
N#Cc1c(-c2ccccc2)c(C#N)c2nc3ccccc3n2c1N,-5%,i,-8%,-5.2%,-6%,1.3,3%,-9%,8,-20
CCCCn1c(SCC(=O)OCC)nnc1-c1ccoc1C,-10%,i,2%,0.0%,-1%,1.1,2%,2%,6,9
CC(C)COc1ccc(CSCCNC(=S)Nc2ccccc2)cc1,-3%,i,7%,-6.5%,-4%,1.3,6%,6%,76*,69*
CCCCCC(=O)N1CCN(CCN=CC2=C(O)CC(c3ccc(OC)c(OC)c3)CC2=O)CC1 (stereo not given),-10%,i,6%,-3.4%,5%,1.1,11%,14%,8,0
CCn1c(SCC(=O)NC(C)(C)C)nc(O)cc1=O,-9%,i,14%,-5.8%,8%,1.1,-1%,14%,3,-5
CC(=O)c1cccc(NC(=O)C2CCCC2)c1,-2%,i,0%,-2.1%,-5%,1.1,-1%,4%,0,-14
COCc1cc(C)nc(N2CCNCC2)c1C#N,-4%,i,0%,-3.1%,-17%,1.2,2%,0%,4,4
CCN(CC)c1ccc(NC(=O)c2ccc(Br)o2)cc1,-10%,i,17%,-3.6%,-4%,1.1,17%,3%,21,-2
COc1ccc(COCC(O)CN2CCC(C(N)=O)CC2)cc1 (stereo not given),-8%,i,·,·,10%,·,-1%,·,·,·
Cc1cc(/C=N/NC(N)=O)c(C)n1-c1ccc(F)cc1,-6%,i,12%,-18%,2%,1.1,-1%,0%,-1,8
CC1(C)Cc2cccc(OCC(=O)N3CCN(S(=O)(=O)c4ccccc4F)CC3)c2O1,3%,i,-13%,-6.5%,15%,0.9,4%,-5%,-11,-19
Cn1c(=O)oc2cc(S(=O)(=O)Nc3cccc4c3CCCC4)ccc21,0%,i,16%,-10%,-7%,1,-1%,12%,-9,-9
CCOC(=O)c1sc(NC(=O)CSc2nc(-c3ccco3)cc(C(F)(F)F)n2)c(C(=O)OC)c1C,0%,i,5%,-2.4%,10%,1.1,3%,12%,12,19

# Ordered by value in LYP phosphatase (lowest first): 6 from the list above.
smiles	LYP phosphatase	human PMI inhibitors	XIAP antagonists	M17LAP inhibition	TNAP activation fold	P. falciparum M1AAP	human PMI inhibition	WT yeast gro inh mutant strain
CCC(C)n1c(=N)c(C#N)cc2c(=O)n3ccccc3nc21 (stereo not given)	-17%	8%	-3.2%	2%	1	0%	-4%	-7
CCCCCC(=O)N1CCN(CCN=CC2=C(O)CC(c3ccc(OC)c(OC)c3)CC2=O)CC1 (stereo not given)	-10%	6%	-3.4%	5%	1.1	11%	14%	0
COc1ccc(COCC(O)CN2CCC(C(N)=O)CC2)cc1 (stereo not given)	-8%	·	·	10%	·	-1%	·	·
Cc1cc(/C=N/NC(N)=O)c(C)n1-c1ccc(F)cc1	-6%	12%	-18%	2%	1.1	-1%	0%	8
Cc1ccc(N2C(=O)CN=C2Nc2nc(C)cc(C)n2)cc1	-2%	·	·	6%	·	11%	·	·
O=c1cc(CN2CCc3ccccc32)c2ccc(O)cc2o1	3%	13%	-7.0%	-30%	1	8%	0%	-8

# Source: PubChem BioAssay (several laboratories)
